Compound activity: PubChem BioAssay, several laboratories
phage Ecoli inh: E. coli growth loss with phage present; AID 651602; inhibition, % at 11.9 µM; growth absorbance; hit rate 0.26% among 360,000; in the data active means inhibition above about 11%
Wnt bcat act: activators of Wnt/beta-catenin signaling. Wnt/beta-catenin reporter cell assay, activator, plate reader. activation, % at 9.35 µM. hit rate 1.2% among 300,000. AID 743398; in the data active means activation above about 30%, passing the limit was not always enough;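 further: 0% = neutral control wells and 100% = positive control wells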
DAGLB inh: blocks human DAGLB lipase activity; HEK293T DAGLB membrane lysate, EnzChek fluorogenic substrate; Q8NCG7; hit rate 0.059% among 340,000; inhibition, % at 5.17 µM; in the data active means inhibition above about 34%;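 further: 0% = enzyme with vehicle and 100% = wells lacking enzyme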
Target sequence (Q8NCG7 whole entry, looked up): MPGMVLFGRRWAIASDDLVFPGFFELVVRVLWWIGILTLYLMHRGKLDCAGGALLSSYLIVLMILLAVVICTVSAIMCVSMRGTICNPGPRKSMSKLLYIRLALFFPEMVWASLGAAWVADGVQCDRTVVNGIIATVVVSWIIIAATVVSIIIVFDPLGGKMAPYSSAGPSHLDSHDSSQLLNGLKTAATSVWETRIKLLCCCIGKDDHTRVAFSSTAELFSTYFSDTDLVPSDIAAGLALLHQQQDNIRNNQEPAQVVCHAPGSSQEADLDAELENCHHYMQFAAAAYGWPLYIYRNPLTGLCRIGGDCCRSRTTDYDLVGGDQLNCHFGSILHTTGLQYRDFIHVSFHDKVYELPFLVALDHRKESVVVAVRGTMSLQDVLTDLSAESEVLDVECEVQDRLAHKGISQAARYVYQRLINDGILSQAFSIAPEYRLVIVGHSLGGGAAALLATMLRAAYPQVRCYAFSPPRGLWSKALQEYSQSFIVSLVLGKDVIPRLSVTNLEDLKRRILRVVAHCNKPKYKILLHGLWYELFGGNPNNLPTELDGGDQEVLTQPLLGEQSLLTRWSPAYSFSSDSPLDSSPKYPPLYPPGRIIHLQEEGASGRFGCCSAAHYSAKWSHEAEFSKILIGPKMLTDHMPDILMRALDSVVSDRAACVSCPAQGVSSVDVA
An asterisk follows results filed as active. Some of the compounds tested, so the mix of outcomes need not match the whole.

SMILES	phage Ecoli inh	Wnt bcat act	DAGLB inh
CC1=C(C(=O)Nc2ccc(C(=O)NCCCN3CCCCC3C)cc2)SCCO1 (stereo unspecified)	-2.4	-1.7	-3.0
C[C@H](CO)N1C[C@H](C)[C@@H](CN(C)C(=O)Nc2ccccc2F)Oc2cc(Br)ccc2S1(=O)=O	6.1	-0.9	-2.7
O=C1NN(c2ccccc2)C(=O)C1=Cc1ccccc1	3.0	3.2	5.8
C#CCN(C[C@H]1[C@H](OC(=O)NCCCCCC)[C@H](OC(=O)NCCCCCC)C[C@H]2C(=O)N(c3ccccc3)C(=O)[C@@H]12)S(=O)(=O)c1ccc(C)cc1	1.5	-4.4	-13.6
Cc1ccc(NCC(=O)Nc2ccc(F)c(Cl)c2)cc1S(=O)(=O)N1CCOCC1	0.0	-4.1	1.0
CC(NC(=O)COC(=O)C1CCN(c2ccc(C(F)(F)F)cn2)CC1)c1ccccc1 (stereo unspecified)	1.4	-1.6	-1.1
CCOc1ccccc1NC(=O)CN(c1ccc(OC)c(OC)c1)S(=O)(=O)c1ccc(C)cc1	1.5	-5.5	-4.9
O=C1CSc2ccc(C(=O)N3CCCCC3)cc2N1	3.0	-2.9	-1.0
Nc1ccc(C(=O)Nc2ccc(Nc3ccncc3)cc2)c([N+](=O)[O-])c1	3.6	1.0	-2.0
Cc1ccc([C@H]2C[C@@H](O)[C@H](n3cc(C4CC4)nn3)CN2Cc2cccs2)cc1	-1.2	-2.0	-3.1
COc1cccc(-c2nc3n(n2)CCc2ccccc2-3)c1	0.9	64.4*	-6.5
COc1ccccc1S(=O)(=O)N(C)C[C@@H]1OCc2cnnn2CCCC(=O)N([C@H](C)CO)C[C@H]1C	3.2	-1.1	-3.7
CCOc1cc(N2CCOCC2)c(OCC)cc1NC(=O)COC(=O)c1c(C)noc1C	-0.8	-1.5	-0.4
Cc1ccc(C(=O)CCC(=O)OCC(=O)Nc2cc(S(=O)(=O)N(C)C)ccc2C)cc1	5.4	1.0	-4.0
COc1ccc(-c2csc(Nc3cccc(C)n3)n2)cc1OC	1.9	50.0*	-0.1
Cc1cc(Br)c(NC(=O)CN2C(=O)NC3(CCOc4ccccc43)C2=O)c(Br)c1 (stereo unspecified)	-1.9	-7.6	-2.6
COc1cccc(-c2ccc3c(c2)O[C@@H](CN(C)C(=O)C2CCOCC2)[C@H](C)CN([C@H](C)CO)S3(=O)=O)c1	1.5	0.2	-2.2
CCN1CCN(C(=O)c2ccc(CS(=O)(=O)Cc3ccccc3Cl)o2)CC1	3.6	-3.8	-1.0
Cc1ccc(CN2CCC[C@]3(N[C@H](c4ccc(C)cc4)[C@@H]4C(=O)N(Cc5ccccc5)C(=O)[C@@H]43)C2=O)cc1	-1.8	-1.1	-7.7
COc1ncnc2c1ncn2CCCN(C)Cc1ccco1	1.0	-1.6	-1.7
CCOc1cc(N2CCOCC2)c(OCC)cc1NC(=O)c1cccc(S(=O)(=O)N2CC(C)OC(C)C2)c1 (stereo unspecified)	-0.3	-4.1	-2.5
COc1cc(C(C)=O)ccc1OCC(=O)N1CCCC1c1ccc2c(c1)OCCCO2 (stereo unspecified)	2.0	-3.0	2.7
COc1ccccc1NC(=O)N(C)C[C@@H]1OCc2ccccc2-c2c(n(C)c3ccccc23)C(=O)N([C@H](C)CO)C[C@@H]1C	0.8	-1.3	-0.1
COc1ccccc1CC(=O)Nc1cc(C)on1	3.1	-0.7	2.0
CCCCN1C[C@H](c2ccc(OC)cc2)[C@@H](CC(=O)Nc2ccc(OC)cc2)C1=O	0.4	1.1	-1.2

Full records, looked up by structure. Order of screens: phage Ecoli inh | Wnt bcat act | DAGLB inh
COc1ccc(-c2csc(Nc3cccc(C)n3)n2)cc1OC in the list: 1.9 | 50.0* | -0.1
CCOc1cc(N2CCOCC2)c(OCC)cc1NC(=O)COC(=O)c1c(C)noc1C in the list: -0.8 | -1.5 | -0.4
O=C1CSc2ccc(C(=O)N3CCCCC3)cc2N1 in the list: 3.0 | -2.9 | -1.0
Cc1cc(Br)c(NC(=O)CN2C(=O)NC3(CCOc4ccccc43)C2=O)c(Br)c1 (stereo unspecified) in the list: -1.9 | -7.6 | -2.6
COc1cccc(-c2ccc3c(c2)O[C@@H](CN(C)C(=O)C2CCOCC2)[C@H](C)CN([C@H](C)CO)S3(=O)=O)c1 in the list: 1.5 | 0.2 | -2.2

The list continues.
SMILES	phage Ecoli inh	Wnt bcat act	DAGLB inh
C[C@@H]1CN([C@H](C)CO)S(=O)(=O)c2ccc(Br)cc2O[C@H]1CN(C)C(=O)C1CC1	3.0	-3.0	-0.3
CC(=O)Oc1[nH]c(=O)c2cccc3c2c1CCC3	2.1	-2.7	1.8
Cc1ccc([C@H]2C[C@H](n3cc(-c4ccc(F)cc4)nn3)[C@@H](O)CN2C(=O)C2CCCCC2)cc1	-0.1	-0.4	-1.7
CCC/C=C/c1ccc(CN2C(C(C)C)C(=O)N(Cc3cn(CCC4OCCCO4)nn3)CCS2(=O)=O)cc1 (stereo unspecified)	0.6	-1.2	-2.2
O[C@@H]1C[C@H](c2ccccc2)N(Cc2cccs2)C[C@H]1n1cc(C2CC2)nn1	0.4	0.5	-3.7
C[C@H]1CN([C@@H](C)CO)C(=O)CCCn2nncc2CO[C@@H]1CN(C)Cc1cccc(C(F)(F)F)c1	3.0	-0.7	0.3
O=C(N/C(=C/c1cccc(Br)c1)C(=O)N1CCCCC1)c1ccco1	2.8	0.3	-1.4
CC1C(c2ccccc2)OCCN1C=NC#N (stereo unspecified)	3.1	1.4	-2.3
CCOC(=O)N1CCN(S(=O)(=O)N2CCCC(C(=O)NCc3ccc(C)cc3)C2)CC1 (stereo unspecified)	3.5	-3.2	1.9
C1CCN(CCC2CCCCN2)CC1 (stereo unspecified)	1.6	0.1	-2.9
CC1(C)CC2(OC2c2ccccc2[N+](=O)[O-])C(=O)c2ccccc21 (stereo unspecified)	0.9	-4.0	-7.7
Cc1ccc(C(c2c(NC(=O)c3ccco3)sc(C)c2C)N2CCOCC2)cc1 (stereo unspecified)	3.0	-3.0	-5.5
O=C1NC(=O)C2C3OC(C(Br)C3Br)C12 (stereo unspecified)	-1.8	-0.9	-4.4
COc1ccc(S(=O)(=O)N2CCN(C(=O)c3cccc(S(=O)(=O)N4CCCC4)c3)CC2)cc1	0.2	-2.5	-1.6
Cc1ccc(-c2nn(-c3ccccc3)cc2C(=O)Nc2cccc(S(=O)(=O)NC3=NCCC3)c2)cc1	2.7	0.1	-3.0
COc1ccc(C2CCCCC2SCC(=O)O)cc1OC (stereo unspecified)	2.4	-3.7	-6.1
CCN(CC)C(=O)C1=C(C)N(Cc2ccc(OC)cc2)C(=O)C(CC(=O)NC2CCCCC2)C1 (stereo unspecified)	2.9	-2.7	-2.3
CC12CCC(=O)N1C(C(=O)Oc1cccc(F)c1)CS2 (stereo unspecified)	2.0	-0.1	0.4
CC1CCN(C(=O)c2ncn3c2c(=O)[nH]c2ccccc23)CC1	5.5	-1.2	-1.4
O=C1OC(O)c2cccc3cccc1c23 (stereo unspecified)	0.8	1.3	-2.4
Cc1ccc([C@@H]2CC(=O)[C@@H]3CN(S(=O)(=O)c4ccc(C)cc4)[C@H](c4ccc(Cl)cc4)C[C@@H]3N2S(=O)(=O)c2ccc(C)cc2)cc1	1.7	-1.8	-16.1
CN(C)c1ccc(Cl)c(NC(N)=S)c1	1.0	0.4	0.0
C[C@H](CO)N1C[C@H](C)[C@@H](CN(C)C(=O)CCCN(C)C)OCc2cn(nn2)CCCC1=O	2.3	1.8	2.5
COc1ccc(-c2csc(NC(=O)c3c(C)noc3C)n2)cc1OC	0.8	-2.0	3.0
COc1ccc(-c2ccc(CN3C(CC(C)C)C(=O)N(Cc4cn(CC5CCCCC5)nn4)CCS3(=O)=O)cc2)cc1OC (stereo unspecified)	5.6	-2.9	-2.1

Records above marked active in Wnt bcat act.
SMILES	phage Ecoli inh	Wnt bcat act	DAGLB inh
COc1cccc(-c2nc3n(n2)CCc2ccccc2-3)c1	0.9	64.4*	-6.5
COc1ccc(-c2csc(Nc3cccc(C)n3)n2)cc1OC	1.9	50.0*	-0.1

(continued)
SMILES	phage Ecoli inh	Wnt bcat act	DAGLB inh
COc1ccccc1N1CCN(CCC(=O)Nc2cccc(F)c2)CC1	2.3	-0.7	0.6
O=C1CCC(C(=O)OCC(=O)Nc2ccccc2Br)=NN1	1.5	-2.9	0.4
O=C(C=Cc1ccc2c(c1)OCO2)C1CC1	-1.3	-1.6	-0.8
O=C1CCC2c3[nH]c4ccccc4c3CCN12 (stereo unspecified)	3.0	-1.3	0.4
COc1ccc(NC(=O)CCNC(=O)C2CCN(S(=O)(=O)c3ccccc3)CC2)cc1OC	1.2	-1.0	-0.3
CNC(=O)C[C@@H]1C(=O)N(C2CCCCC2)CC1(C)C	0.1	-2.8	0.9
COc1cc(C(C)=O)ccc1OCC(=O)N1CCC(Cc2ccccc2)CC1	2.3	0.6	-1.6
Cc1onc(-c2ccccc2)c1C(=O)OCC(=O)c1ccc[nH]1	3.4	-0.9	-2.7
C[C@H]1CN([C@@H](C)CO)C(=O)CCCn2nncc2CO[C@H]1CN(C)C(=O)CCC(F)(F)F	2.3	-2.7	-1.2
COc1cccc(NC(=O)N(C)C[C@H]2OCc3cnnn3CCCC(=O)N([C@H](C)CO)C[C@@H]2C)c1	0.2	-3.0	-1.4
CCC/C=C/c1ccc(CN2C(CC(C)C)C(=O)N(Cc3cn(CCC4OCCCO4)nn3)CCS2(=O)=O)cc1 (stereo unspecified)	3.2	-4.9	-3.3
CCCCN1C(=O)C(CC(=O)NCCCCc2ccccc2)CC(C(=O)N2CCOCC2)=C1C (stereo unspecified)	2.3	-0.8	-1.7
COCCCN1C(=O)C(CC(=O)NCc2cccs2)CC(C(=O)N2CCOCC2)=C1C (stereo unspecified)	1.6	-1.8	-1.1
COc1ccc(N(CC(=O)N2CCN(c3ccccc3)CC2)S(=O)(=O)c2ccccc2)cc1	-0.2	-1.0	1.1
CC1(C)CC(=O)C(CSC(=O)c2ccccc2)C(=O)C1	1.8	3.0	-3.3
CCN(Cc1ccc(Br)s1)C(=O)CSc1nnc(C2CC2)n1C1CC1	4.9	1.8	-0.9
O=C(CC1CC1)Nc1ccc2c(c1)[C@@H]1C[C@H](CC(=O)NC3CCCC3)O[C@@H](CO)[C@@H]1O2	1.7	-0.9	-1.3
COc1cccc(CN(C)C[C@H]2OCc3cnnn3CCCC(=O)N([C@@H](C)CO)C[C@@H]2C)c1	3.5	-1.6	-2.9
CCOC(=O)c1c(NC(=O)COC(=O)c2cccc([N+](=O)[O-])c2)sc(C(=O)N(C)C)c1C	2.1	-0.4	-8.4
CC1(C)OC(=O)C2=C(CC(c3ccccc3)OC2CCc2ccccc2)O1 (stereo unspecified)	1.2	-1.6	-10.4
CN(c1ccccc1)S(=O)(=O)c1cccc(C(=O)NCC(c2cccs2)N2CCOCC2)c1 (stereo unspecified)	1.7	-0.9	-2.5
Cc1ccc(S(=O)(=O)N2C[C@H]3N(C(=O)OC(C)C)N(C(=O)OC(C)C)C[C@H](OC(=O)Nc4c(C)noc4C)[C@@]3(O)C2)cc1	-2.2	-1.9	-1.9
CC(=O)NCCc1ccc(C(=O)COC(=O)c2ccc(C)s2)cc1	3.5	-1.5	-3.6
CCN1C(=O)[C@H]2[C@@H](c3ccc(C(F)(F)F)cc3)N[C@]3(CCCN(Cc4ccco4)C3=O)[C@H]2C1=O	4.2	-2.1	-1.8
CC1C(=O)N(Cc2cn(Cc3ccco3)nn2)CCS(=O)(=O)N1Cc1ccc(-c2ccc(F)nc2)cc1 (stereo unspecified)	0.2	-2.0	-0.7
SMILES	phage Ecoli inh	Wnt bcat act	DAGLB inh
CCOC(=O)CC1c2nc3ccccc3cc2CN1C(=O)OCC (stereo unspecified)	2.9	-2.3	-6.2
Cc1nc(N)ncc1CCC1OCCO1	1.3	-2.9	-2.5
Cc1cc(NC(=O)COC(=O)c2ccc(Cl)cc2)no1	2.2	-2.3	-3.9
OCC1OC(c2ccc(OCc3ccccc3)cc2OCc2ccccc2)C(O)C1O (stereo unspecified)	1.3	0.8	0.3
C[C@@H]1CN([C@@H](C)CO)S(=O)(=O)c2ccc(Br)cc2O[C@H]1CN(C)C(=O)c1ccccc1	1.4	-2.1	0.7
Cc1nc(C)c(-c2csc(Nc3ccc(Cl)cn3)n2)s1	0.6	0.4	-3.6
O=C(O)C1=C2C(=O)Nc3cccc(c32)C2(C1)C(=O)Nc1ccccc12 (stereo unspecified)	2.0	4.3	2.0
COc1ccc(OC)c(-c2nn(-c3ccccc3)cc2C(=O)NC2(C)CCS(=O)(=O)C2)c1 (stereo unspecified)	4.4	-1.3	-1.9
C[C@@H]1CN([C@@H](C)CO)C(=O)c2cc(C#Cc3ccccc3)cnc2O[C@H]1CN(C)C(=O)c1ccccc1F	5.8	-2.8	-1.6
COc1ccc(C(C#N)=Cc2ccc(OC)c(OC)c2)cc1	5.0	2.0	-5.9
CCCCN1C[C@H](C)[C@@H](CC(=O)Nc2ccccc2)C1=O	1.8	-2.0	1.2
C=CCN(C(=O)CSc1nc2ccsc2c(=O)n1Cc1ccc(C(=O)O)cc1)c1ccccc1	3.5	-13.7	-0.3
CCC(=C(c1ccc(O)cc1)c1ccc(OCCN(C)C)cc1)c1ccccc1	-0.7	-4.3	2.0
